Screening results (PubChem BioAssay)
CIT2-GFP yeast – alters CIT2-GFP fluorescence in TOR pathway yeast screen; AID 2029; GFP response vs DMSO, % at 10 µM; S. cerevisiae CIT2-GFP strain, flow cytometry, 3 h; 100 means same as DMSO wells; 320,000 tested, 0.065% active;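 active means GFP response relative to DMSO above a set limit, near the screen mean plus 3 SD, cut at about 150% in these data; inconclusive means Fewer than 70 cells measured for a yeast strain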;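 further: ratio of well median GFP fluorescence to mean of DMSO wells on the plate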
GASC-1 inh – blocks human GASC-1 demethylase activity; Q9H3R0; GST-JMJD2C(1-420) H3K9me3 demethylation, DELFIA europium; inhibition, % at 2.35 µM; 330,000 tested, 0.069% active; AID 2099;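 active means more than half of a compound's replicate wells show inhibition beyond 50%, single wells judged on their own value; inconclusive means some, but no more than half, of replicates pass 50% inhibition; inactive means no replicate passes 50% inhibition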;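 further: signal counts dimethyl H3K9 product captured on neutravidin plate; 0% = median of DMSO wells and 100% = 0.3 times that DMSO median; strong numbers were not always called active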
Target sequence (Q9H3R0 1-420 limits assumed): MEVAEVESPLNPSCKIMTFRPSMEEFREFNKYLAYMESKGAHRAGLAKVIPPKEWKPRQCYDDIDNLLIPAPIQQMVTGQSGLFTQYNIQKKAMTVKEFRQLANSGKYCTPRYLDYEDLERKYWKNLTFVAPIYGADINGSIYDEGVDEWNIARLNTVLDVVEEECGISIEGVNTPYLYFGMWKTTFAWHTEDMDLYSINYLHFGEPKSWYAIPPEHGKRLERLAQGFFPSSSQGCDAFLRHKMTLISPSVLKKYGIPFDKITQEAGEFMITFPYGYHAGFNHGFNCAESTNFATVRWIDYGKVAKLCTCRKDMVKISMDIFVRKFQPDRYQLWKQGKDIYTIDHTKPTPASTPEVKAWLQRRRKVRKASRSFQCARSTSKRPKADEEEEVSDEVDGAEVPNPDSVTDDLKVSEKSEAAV
RPL19A-GFP yeast – alters RPL19A-GFP fluorescence in TOR pathway yeast screen. S. cerevisiae RPL19A-GFP strain, flow cytometry, 3 h; hits give low values. percent response vs DMSO, % at 10 µM. 330,000 tested, 0.3% active. AID 2025;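 active means percent response vs DMSO below 50%; inconclusive means fewer than 70 events counted for the yeast strain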;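 further: median channel GFP fluorescence of the barcoded RPL19A-GFP strain; ratio of sample median GFP to plate DMSO average so 100% = DMSO; lower means less RPL19A-GFP as with rapamycin TOR inhibition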
MEP2-GFP yeast – alters MEP2-GFP fluorescence in TOR pathway yeast screen; S. cerevisiae MEP2-GFP strain, flow cytometry GFP, 3 h; 100% = DMSO control level; GFP response vs DMSO, % at 10 µM; 330,000 tested, 0.51% active; AID 2016;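 active means GFP response versus DMSO above a set limit, roughly screen mean plus 3 SD, cut at about 180% in these data; inconclusive means fewer than 70 cells counted for a yeast strain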;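 further: median GFP fluorescence of the barcode-gated MEP2-GFP cells per well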
AGP1 TOR yeast – alters AGP1-GFP fluorescence in TOR pathway yeast screen; S. cerevisiae AGP1-GFP multiplex flow cytometry, 3 h; GFP as percent of DMSO wells; GFP response vs DMSO, % at 10 µM; 320,000 tested, 0.02% active; AID 2066;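 active means GFP response relative to DMSO above a set limit, near screen average plus 3 SD, cut at about 150% in these data; inconclusive means fewer than 70 cells counted for the yeast strain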;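 further: median GFP channel fluorescence of the gated AGP1 strain per well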
LAP4 TOR yeast – alters LAP4-GFP fluorescence in TOR pathway yeast screen; AID 2023; S. cerevisiae LAP4-GFP multiplex, flow cytometry GFP, 3 h; median GFP as percent of DMSO wells; 320,000 tested, 0.34% active; GFP response vs DMSO, % at 10 µM;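 active means GFP response vs DMSO above a set limit, about the screen mean plus 3 SD, cut at about 150% in these data; inconclusive means under 70 cell events counted for the yeast strain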
GRK2 aptamer HTS – human GRK2 inhibition via aptamer displacement; P25098; 330,000 tested, 0.59% active; inhibition of aptamer binding, % at 10 µM; bead flow cytometry, FAM-aptamer displacement from GRK2;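 active means inhibition of aptamer binding above 40%, roughly 3 SD of noise, on plates passing a quality check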;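 further: median bead fluorescence of bound FAM aptamer so fluorescent compounds give negative values; no value below 0 was filed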
Target sequence (P25098 whole entry, looked up): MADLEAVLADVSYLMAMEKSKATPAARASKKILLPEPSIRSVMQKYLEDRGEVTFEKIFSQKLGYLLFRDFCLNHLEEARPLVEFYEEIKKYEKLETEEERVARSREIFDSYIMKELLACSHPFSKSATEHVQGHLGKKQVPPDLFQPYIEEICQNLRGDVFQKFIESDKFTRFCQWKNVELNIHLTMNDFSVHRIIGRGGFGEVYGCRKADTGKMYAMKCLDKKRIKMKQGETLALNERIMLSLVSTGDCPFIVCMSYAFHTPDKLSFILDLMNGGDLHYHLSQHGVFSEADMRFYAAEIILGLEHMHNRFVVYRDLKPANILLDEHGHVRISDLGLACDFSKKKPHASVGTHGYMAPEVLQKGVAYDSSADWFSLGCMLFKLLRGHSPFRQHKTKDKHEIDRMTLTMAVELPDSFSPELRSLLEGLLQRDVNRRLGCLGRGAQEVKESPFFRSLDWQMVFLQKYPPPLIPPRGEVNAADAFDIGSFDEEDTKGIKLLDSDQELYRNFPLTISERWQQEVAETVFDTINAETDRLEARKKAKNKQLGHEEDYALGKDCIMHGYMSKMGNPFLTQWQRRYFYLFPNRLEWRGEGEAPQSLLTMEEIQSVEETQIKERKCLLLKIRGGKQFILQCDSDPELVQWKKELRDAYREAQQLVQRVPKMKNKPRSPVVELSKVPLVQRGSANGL
VLA-4 inh – inhibition in a human VLA-4 binding assay; P13612; inhibition, % (about 7 µM as worked out from the volumes in the protocol); VLA-4 expressing cells, ligand binding flow cytometry; AID 2557; 330,000 tested, 0.2% active; in the data active means inhibition above about 50%
Numbers without * were called inactive; ? = inconclusive; / = not tested or not shown; & = joins results of further samples.

SMILES	CIT2-GFP yeast	GASC-1 inh	RPL19A-GFP yeast	MEP2-GFP yeast	AGP1 TOR yeast	LAP4 TOR yeast	GRK2 aptamer HTS	VLA-4 inh
C=C(C)C1CC=C(C)/C(=N/NC(=O)COc2cccc(C)c2)C1 (stereo not drawn)	85	12	104	103	100	105	2	1
Cc1cc(OCC(=O)Nc2ccc(F)c(F)c2)nc(C(C)C)n1	97	-2	96	102	98	100	0	27
CCc1ccc(S(=O)(=O)c2ccc(-n3nc(C)cc3N)cc2)cc1	93	12	90	97	97	95	1	-3
Cc1ccc(CCN2CCN=C2Nc2ccccc2)cc1	102	1	97	101	101	92	1	-8
Cc1cccc(N(C)S(=O)(=O)c2c(C)noc2C)c1	86	12	96	89	99	117	5	-5
CC(=O)Nc1cc2c(cc1NC(=O)Cn1nnc(-c3ccc(C)o3)n1)OCCO2	102	24	98	108	99	95	0	9
CCOC(=O)c1[nH]c(=O)[nH]c1CSc1nc(C)cc(C)n1	101	1	91	105	92	93	4	1
CC1CC(C)CN(S(=O)(=O)N2CCCC(C(=O)NCc3ccccc3Cl)C2)C1 (stereo not drawn)	109	3	107	117	113	105	0	-6
O=C(c1ccc(N2CCOCC2)c([N+](=O)[O-])c1)N1CCCC(C(F)(F)F)C1 (stereo not drawn)	92	-2	98	96	107	107	0	-9
CCOc1ccccc1NC(=O)NC1(C(=O)N2CCN3CCCC3C2)CCCCC1 (stereo not drawn)	101	4	102	105	98	100	0	11
Cc1ccc2c(CN(C)Cc3ccc(Cl)cc3)cc(=O)oc2c1	99	-7	106	106	98	97	2	35
C=CCn1c(SCC(=O)Nc2ccc(NC(C)=O)cc2)nc2sc(C)c(C)c2c1=O	100	2	108	110	111	114	4	6
CCOC(=O)C1(CCOc2ccccc2)CCN(Cc2cccn2-c2cccnc2)CC1	101	0	95	109	104	108	6	18
Cc1ccc(C(c2sc3nc(C)nn3c2O)N2CC(C)OC(C)C2)cc1 (stereo not drawn)	96	-7	96	90	97	93	0	-2
CCN(CC)CC(O)CN(c1ccccc1)S(=O)(=O)c1ccc2ccccc2c1 (stereo not drawn)	97	-14	99	103	103	111	0	-2
CCOC(=O)c1c(N)nn(C(=O)c2ccccc2)c1-c1ccccc1	92	9	98	86	92	94	6	13
Cn1c2c(c(=O)n1-c1ccccc1)CSCC2	104	-16	101	103	106	101	0	-6
CCOc1cc(CNn2nnnc2N)ccc1OCC(=O)NC(C)(C)C	83	3	105	106	102	103	0	3
CCCOc1ccc(C2C(C(=O)/C=C/c3ccco3)=C(O)C(=O)N2CCN2CCOCC2)cc1OC (stereo not drawn)	96	10	90	90	93	94	4	6
O=C(CCn1c(=S)[nH]c2ccccc2c1=O)Nc1ccc(F)cc1	99	1	101	102	82	81	0	1
Cc1ccc2oc(C(F)(F)C(F)F)cc(=O)c2c1	88	0	98	101	98	101	0	2
CN(C(=O)c1ccc(OC2CCN(CCc3ccccc3)CC2)cc1)C1CCOC1 (stereo not drawn)	107	-13	105	102	112	99	2	-1
O=C1c2ccccc2C(=O)N1c1nc(-c2cccs2)cs1	55	16	84	90	68	119	3	15
CCC(c1nnnn1Cc1ccccc1)N1CCN(c2ccc(OC)cc2)CC1 (stereo not drawn)	101	1	94	97	100	105	2	-2
CC(C)CCNC(=O)NC(=O)CSc1nnc(COc2ccccc2Cl)o1	93	-24	100	105	94	101	17	9

Of the compounds above, these have two or more sulfur atoms.
SMILES	CIT2-GFP yeast	GASC-1 inh	RPL19A-GFP yeast	MEP2-GFP yeast	AGP1 TOR yeast	LAP4 TOR yeast	GRK2 aptamer HTS	VLA-4 inh
C=CCn1c(SCC(=O)Nc2ccc(NC(C)=O)cc2)nc2sc(C)c(C)c2c1=O	100	2	108	110	111	114	4	6
O=C1c2ccccc2C(=O)N1c1nc(-c2cccs2)cs1	55	16	84	90	68	119	3	15

Following part.
SMILES	CIT2-GFP yeast	GASC-1 inh	RPL19A-GFP yeast	MEP2-GFP yeast	AGP1 TOR yeast	LAP4 TOR yeast	GRK2 aptamer HTS	VLA-4 inh
CCc1cccc2c(C#N)cn(CCOc3ccccc3OC)c12	99	-2	99	102	102	103	3	-3
O=C(NCCN1C(=O)C2C3C=CC(C3)C2C1=O)Nc1ccc(Br)cc1 (stereo not drawn)	99	-1	99	101	102	102	1	29
CC(C)(C)c1ccc(C(=O)Nc2ccc(S(=O)(=O)Nc3cnc4ccccc4n3)cc2)cc1	103	4	100	100	99	90	1	6
O=C(N/N=C/c1ccc(OCC2COCCO2)cc1)c1ccc(Br)cc1 (stereo not drawn)	107	9	99	100	106	105	0	2
CC1CC(C)CN(S(=O)(=O)c2ccc(NC(=O)c3ccc(=O)[nH]c3)cc2)C1 (stereo not drawn)	101	-3	100	102	101	97	2	25
CC(OC(=O)C1CC1)C(=O)Nc1ncc(Cl)cc1Cl (stereo not drawn)	93	0	93	88	93	86	0	9
COc1ccc(C(C)=O)cc1COC(=O)CNC(=O)C1CCCCC1	106	5	98	99	99	93	0	-3
CCC(c1nnnn1Cc1ccco1)N(Cc1cc2cc(C)cc(C)c2[nH]c1=O)CC1CCCO1 (stereo not drawn)	103	-6	96	104	104	98	0	-5
O=C(NCc1ccccc1)C(c1ccc(O)cc1)N(C(=O)c1cnccn1)c1ccccc1 (stereo not drawn)	97	-6	95	97	98	90	2	-7
C/C(=N\NC(=O)c1ccc(N2CCCC2=O)cc1)c1ccncc1	106	-9	98	93	101	106	1	1
Cc1ccc(C(=O)Nc2cccc(NC(=O)c3ccc(C)o3)n2)o1	104	-1	107	116	91	89	0	1
O=C(CCN1C(=O)c2ccccc2C1=O)NCc1ccc(Cl)cc1	100	?	103	105	102	97	0	41
CCc1ccc(OCC(=O)O/N=C(\N)c2ccncc2)cc1	93	-4	99	93	92	96	0	18
CCOc1ccc(-n2c([S-])c(C(=O)Nc3ccc(S(=O)(=O)N4CCOCC4)cc3)[n+]3cc(C(N)=O)ccc23)cc1	99	-1	105	107	102	99	0	9
CC1SC(c2ccccc2)N(CC(O)c2ccc([N+](=O)[O-])cc2)C1=O (stereo not drawn)	100	33	102	103	103	93	2	4
CSc1ccc(CNCc2ccc3c(c2)OCO3)cc1	100	-5	103	108	98	88	1	3
CCOc1cccc2sc(N(CCN(C)C)C(=O)c3ccc4ccccc4c3)nc12	108	-9	103	109	106	107	0	35
CCNC(=O)CP(=O)(c1ccccc1)c1ccccc1	101	17	99	102	101	94	0	-7
O=C(ON=C1CCN(S(=O)(=O)c2ccccc2)CC1)c1ccccc1	101	17	101	101	/	116	2	-4
Cc1ccc(N=Nc2c(C)[nH][nH]c2=O)c(C)c1	91	1	98	103	89	109	0	15
COc1ccc(C(=O)C(C)OC(=O)c2cccc(S(=O)(=O)Nc3c(C)n(C)n(-c4ccccc4)c3=O)c2)cc1 (stereo not drawn)	104	1	99	99	99	89	5	7
Cc1cccc(-c2cc3nc(-c4ccccc4)cc(N4CCC5(CC4)OCCO5)n3n2)c1	99	-20	102	104	98	120	0	0
COc1cc(OC)cc(C(=O)NCc2ccc3[nH]c(C)cc3c2)c1	101	3	99	99	106	104	6	1
CCc1ccccc1NC(=O)c1ccc(NS(C)(=O)=O)cc1	97	-12	96	98	104	109	4	15
COC(=O)c1ccc(NC(=O)C2CCCCC2C(=O)O)cc1 (stereo not drawn)	101	12	105	103	102	100	0	13

(continued)
SMILES	CIT2-GFP yeast	GASC-1 inh	RPL19A-GFP yeast	MEP2-GFP yeast	AGP1 TOR yeast	LAP4 TOR yeast	GRK2 aptamer HTS	VLA-4 inh
Cn1cccc1CC(=O)NNC(=S)Nc1ccc(F)cc1	105	6	103	100	106	98	0	-3
COc1ccccc1CNC(=O)C1=C(C)C(=O)OC12CCC(C)CC2 (stereo not drawn)	96	14	105	107	96	118	31	-27
COc1ccc(N2C(=O)N3[C@H](c4cccc(C)c4)[C@@H]4C(=O)N(Cc5ccccc5)C(=O)[C@@H]4[C@]3(Cc3ccccc3)C2=O)cc1	92	-25	92	87	82	122	2	-6
COc1ccc(C2NC(=O)c3ccccc3O2)cc1 (stereo not drawn)	88	2	101	96	86	95	2	16
c1ccc(-c2csc(Nc3ccc4c(c3)OCCO4)n2)cc1	/	-72	98	97	90	105	16	4
Cc1noc(C)c1S(=O)(=O)N(CC(=O)NCc1ccc2c(c1)OCO2)c1ccc(C(C)C)cc1	101	-23	97	105	102	97	0	-14
Clc1ccc(CCNc2ncnc3c2nnn3Cc2ccccc2)cc1	107	-1	106	105	104	96	0	3
Cc1ccc(-c2ccc(/C=N\n3cnnc3)o2)c(Br)c1	106	12	102	101	95	82	0	5
O=C(CN1CCN(CN2C(=O)NC3(CCCCCC3)C2=O)CC1)Nc1ccc(F)cc1	94	-7	98	91	93	90	0	17
Cc1c(Cl)cccc1NC(=O)C1CCCN(S(C)(=O)=O)C1 (stereo not drawn)	103	14	102	100	103	98	4	-5
CC(CNC(=O)CN1C(=O)NC2(CCOc3ccccc32)C1=O)c1ccccc1 (stereo not drawn)	99	-1	98	97	97	93	0	7
COc1cc(C2C(C(=O)c3ccc(C)o3)=C(O)C(=O)N2CCc2ccccc2)ccc1O (stereo not drawn)	107	18	102	98	95	93	0	3
O=C(NCc1ccccc1F)C1CCN(S(=O)(=O)c2ccccc2)CC1	90	-10	96	102	93	94	0	-1
CCOCCCNC(=O)C1(O)c2cc(Br)ccc2NC(=O)N1c1ccc(C)c(C)c1 (stereo not drawn)	112	-6	104	98	108	97	0	-6
C=C[C@@H]1c2c(F)cccc2N(S(=O)(=O)c2ccc(C)cc2)[C@H](c2ccc(C(=O)OC)cc2)C1(C#N)C#N	100	-1	96	96	98	94	1	-2
N#Cc1sc2nc(-c3cccs3)cc(-c3ccccc3)c2c1N	103	2	102	98	101	101	2	0
Cc1nnc(NC(=O)C2CCN(S(=O)(=O)c3ccc(Cl)cc3)CC2)s1	99	-5	100	98	103	96	0	11
Cc1ccc(C)c(NC(=O)CN(C)C(=O)c2ccc(Cl)nc2)c1	104	0	103	106	104	99	2	0
Cc1cccc(NC(=S)Nc2ccccn2)c1	93	3	96	103	91	113	0	-5
Cc1ccc(S(=O)(=O)Nc2nc3cc(C)c(C)cc3[nH]2)cc1	104	1	97	102	101	96	1	22
NC(=O)CNc1ncc(C(F)(F)F)cc1Cl	94	4	92	99	97	98	2	8
CCOC(=O)c1sc(NC(=O)CSc2nnc(-c3ccco3)n2CC)c(C(=O)OCC)c1C	88	-1&-16	115	103	91	76	1	-10
Cc1ccc(C(=O)Nc2nc(=O)n(C(=O)c3ccccc3C)s2)cc1	97	2	99	101	99	95	4	11
COc1ccc(-c2noc(-c3ccccc3C(=O)N3CCOCC3)n2)cc1	104	7	105	103	102	106	0	-7
O=C(Cn1cnc2c(nnn2Cc2ccc(Cl)cc2)c1=O)c1ccccc1	97	-8	107	108	98	122	0	11
Cc1cc(N2C(=O)NC(=O)CC2C)c(C)cc1C(C)C (stereo not drawn)	99	4	101	115	90	97	0	-12
O=C(NCCN1CCOCC1)c1nn2c(c1Cl)NC(c1ccccc1)CC2C(F)(F)F (stereo not drawn)	105	4	104	101	105	99	0	10
COCCn1c(-c2cc(OC)c(OC)c(OC)c2)nc2oc3ccccc3c(=O)c2c1=O	106	3	97	98	106	94	0	-9
CCC(COC)Oc1cc(NCc2ccccc2)c2ncn(C(C)C)c2c1 (stereo not drawn)	94	14	94	85	96	98	3	-9
O=S(=O)(Nc1cccc2ccccc12)N1CCCC1	109	-1	104	105	106	102	2	-5
